High-throughput results: PubChem, National Center for Advancing Translational Sciences (NCATS)
Sm TGR inh: blocks Schistosoma mansoni thioredoxin glutathione reductase; Q962Y6; purified TGR, DTNB reduction, TNB absorbance 405 nm; Potency, µM (series often up to 114 µM), inactives show at the highest dose activity change, negative = inhibition, actives largely listed as inhibitors; hit rate 3% among 360,000; further: potency means the concentration at half of the fitted maximal effect; nearly all actives have a fitted effect of over 60% in size
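TGR 20 nM + NADPH 100 uM (dispensed conc.), cpd preinc 15 min RT; start with NADPH (500 uM addition) then DTNB (15 mM addition). Kinetic TNB absorbance, 405 nm filter. Four-parameter Hill fit across titration.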
AmpC detergent: AmpC beta-lactamase inhibition with detergent present. P00811. AmpC hydrolysis of nitrocefin, absorbance 480 nm, 0.01% Triton. Potency, µM (series often up to 114 µM), without a hit: at the top dose activity change, negative = inhibition, usual class: inhibitors. hit rate 0.041% among 370,000. AID 485294;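 further: potency means the concentration at half of the fitted maximal effect; 0% = no-compound wells and -100% = no-enzyme wells; nearly all actives have a fitted effect of over 25% in size; some results filed as inactive show a strong effect at the top dose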
Target sequence (P00811 whole entry, looked up): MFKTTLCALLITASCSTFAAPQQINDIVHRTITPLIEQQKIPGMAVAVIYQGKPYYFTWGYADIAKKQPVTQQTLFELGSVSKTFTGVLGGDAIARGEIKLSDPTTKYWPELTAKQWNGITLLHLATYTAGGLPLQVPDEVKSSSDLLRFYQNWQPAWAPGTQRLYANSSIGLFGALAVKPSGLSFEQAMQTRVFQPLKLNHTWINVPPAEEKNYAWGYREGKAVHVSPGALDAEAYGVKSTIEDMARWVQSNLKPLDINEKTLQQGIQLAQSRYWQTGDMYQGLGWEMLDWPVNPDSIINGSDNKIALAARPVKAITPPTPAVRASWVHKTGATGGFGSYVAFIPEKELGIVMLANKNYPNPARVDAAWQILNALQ
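AmpC (5.3 nM in the dispensed reagent) in 20 mM phosphate pH 7.0 with 0.01% (detergent screen) or 0.0001% Triton X-100 was preincubated with compounds for 15 min at room temperature. Nitrocefin was then added from an 800 uM solution, and hydrolysis was followed at 480 nm.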
HCMV inh: human cytomegalovirus inhibition | HFF cells, HCMV-luciferase reporter, 72 h; stronger effect = lower value | activity change, negative = inhibition, % at 57.5 µM | hit rate 4.5% among 410,000; in the data active means activity change below about -60%; inconclusive means no clear call, values can overlap the other calls; inactive means above about -39%
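Human foreskin fibroblasts infected with luciferase-reporter HCMV at MOI 1 PFU/cell, compounds at two doses. Luciferase measured 72 h post infection; normalized to buffer-only basal and Salinomycin (10uM) controls.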
AmpC no deterg: AmpC beta-lactamase inhibition without detergent. P00811. AmpC nitrocefin hydrolysis, absorbance 480 nm, 0.0001% Triton. Potency, µM (series often up to 57.1 µM), for inactives: at the top dose activity change, negative = inhibition, usual class: inhibitors. hit rate 0.52% among 330,000;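 further: potency means the concentration at half of the fitted maximal effect; plate controls were no compound for no effect and no enzyme for full effect; nearly all actives have a fitted effect of over 20% in size; some results filed as inactive show a strong effect at the top dose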
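AmpC (5.3 nM in the dispensed reagent) in 20 mM phosphate pH 7.0 with 0.01% (detergent screen) or 0.0001% Triton X-100 was preincubated with compounds for 15 min at room temperature. Nitrocefin was then added from an 800 uM solution, and hydrolysis was followed at 480 nm.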
HCV inh: blocks hepatitis C virus; Huh7.5.1 HCVcc-Cre infection, luciferase reporter, 44 h; Potency, µM (highest dose often 41.8 µM), for the others: at the highest dose activity change, negative = inhibition, usual class: inhibitors; hit rate 3.4% among 340,000; AID 651820; further: potency means the concentration at half of the fitted maximal effect
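Infectious HCVcc-Cre (~0.5 moi) was added to cells just after compound, with cells seeded 4 h earlier at 1,000 per well. Luciferase activity after 44 h culture reported infection; substrate was incubated 15 min at room temperature before reading.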
Giardia FBPA inh: blocks Giardia fructose-bisphosphate aldolase activity; A8B2U2; purified Giardia FBPA; Potency, µM (series often up to 59.6 µM), for the others: at the top dose activity, negative = inhibition, most hits filed as inhibitors; hit rate 0.71% among 290,000; further: potency means the concentration at half of the fitted maximal effect; nearly all actives have a fitted effect of over 55% in size
Target sequence (A8B2U2 whole entry, looked up): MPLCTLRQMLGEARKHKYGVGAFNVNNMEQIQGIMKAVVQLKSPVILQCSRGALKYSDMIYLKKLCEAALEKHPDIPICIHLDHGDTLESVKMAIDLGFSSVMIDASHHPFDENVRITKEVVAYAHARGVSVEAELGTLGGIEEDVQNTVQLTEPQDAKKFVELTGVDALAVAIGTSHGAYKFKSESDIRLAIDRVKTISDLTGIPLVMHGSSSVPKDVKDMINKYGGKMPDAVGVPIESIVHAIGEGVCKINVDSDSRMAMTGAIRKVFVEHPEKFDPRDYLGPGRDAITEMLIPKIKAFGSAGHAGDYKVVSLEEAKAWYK
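40 nM FBPA preincubated 10 min at RT with compound (up to 57.5 uM final), then substrate plus GAPDH/TPI/NAD/arsenate coupling and diaphorase/resazurin added. Fluorescence read after 20 min at RT, 525/598 nm.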
An asterisk follows results filed as active; u = inconclusive; x = no result given; & = joins results of further samples; [ ] = another dose, or the depositor's remark. Unless noted, the call rests on the fitted dose curve; in most records, active means well fitted curve in the direction sought with a large enough effect; inconclusive means small, poorly fitted or top-dose-only effect, or another doubt; inactive means no such curve, though single readings can be large; an effect the other way counts as inactive or inconclusive. Unless noted, on the % scale 0 is the no-effect control and ±100 the full control effect.

structure | Sm TGR inh | AmpC detergent | HCMV inh | AmpC no deterg | HCV inh | Giardia FBPA inh
CCOC(=O)c1cc(-c2ccccc2)n(CC(=O)O)c1C | 10.6% | 6.5% | 11.9 | -2.3% | 7.8% | 18.0%
O=C(Nc1ccc(Br)cc1)N1CCCCCCC1 | 0.4% | -13.9% | -1.1 | -11.7% | -10.6% | 2.2%
O=c1cc[nH]c2c(Cl)cccc12 | -6.1% | 3.5% | 123.4 | -13.8% | 20.6% | 0.3%
CCc1c(C)[nH]c2ccc(C)cc2c1=O | -2.9% | u | 20.3 | -2.3% | -8.2% | -2.1%
Cc1ccc(CCNC(=O)Cn2ncc3c([nH]c4ccc(C)cc43)c2=O)cc1 | 28.0% | 1.8% | 4.2 | x | x | x
CCn1c(C)nc2cc(S(=O)(=O)C(F)(F)F)ccc21 | -8.8% | 0.4% | -15.3 | -4.2% | u | 3.4%
OC1(c2ccc(Cl)cc2)CCN(Cc2nc(-c3cnccn3)no2)CC1 | -9.2% | -5.3% | -36.4 | 0.3% | 12.3% | 2.8%
CC1CCc2c(sc3nc(CSc4nnnn4C)[nH]c(=O)c23)C1 (configuration not stated) | -4.9% | 1.1% | -10.5 | -20.5% | -12.5% | -0.2%
Cc1ccccc1Nc1c(-c2ccc(N3CCOCC3)cc2)nc2cccc(C)n12 | 4.8% | 17.6% | 7.9 | x | x | x
c1coc(-c2nnc3sc(Cc4cccs4)nn23)c1 | -13.6% | 9.0% | 44.5 | -37.3% | -2.5% | -6.9%
COCCCNC(=O)Cn1cc(C(=O)C2CC2)c2ccccc21 | 2.9% | u | 37.9 | -2.8% | 8.3% | -15.3%
CS(=O)(=O)n1nc(OC(=O)c2cccc3ccccc23)cc1N | 0.0% | u | 202.7 | -27.2% | 8.4% | -3.5%

Continuation:
structure | Sm TGR inh | AmpC detergent | HCMV inh | AmpC no deterg | HCV inh | Giardia FBPA inh
CCOC(=O)c1c(C)oc2nc(C)nc(NCCCN3CCN(c4ccccc4OC)CC3)c12 | -1.5% | 23.7% | 5.8 | x | x | x
O=C1Nc2c(c(=O)[nH]c(=O)n2-c2ccccc2)C(C(F)(F)F)(C(F)(F)F)N1 | 7.9% | u | 27.5 | -16.2% | 4.5% | 2.3%
CNC(=O)c1ccc(NC(=O)CC23CC4CC(CC(C4)C2)C3)cc1 | -9.0% | 0.8% | -24.3 | 4.3% | -2.3% | x
CCCNC(=O)CN(c1ccc(F)c(Cl)c1)S(C)(=O)=O | 4.4% | u | -3.0 | -8.7% | u | 3.9%
COc1cccc(NC(=O)C2CCC2)c1 | 1.5% | u | 19.5 | -11.3% | 4.7% | x
Cc1cccc(N(Cc2cc3ccccc3[nH]c2=O)S(C)(=O)=O)c1 | -5.8% | 1.6% | 18.1 | -5.1% | -7.9% | -26.3%
O=C(NNS(=O)(=O)c1ccccc1[N+](=O)[O-])c1cc2ccccc2cc1O | 0.5% | 1.5% | 37.4 | -33.4% | 16.1% | -14.6%
Cc1ncsc1CCSc1n[nH]c(=O)n1-c1ccccc1 | -5.2% | 0.3% | -18.0 | -5.3% | 12.7% | 2.8%
O=c1c2ccccc2nc2ccc(NCc3ccco3)nn12 | u | -1.1% | 104.9 | -18.3% | -21.2% | -10.4%
CCSc1ccccc1C(=O)N1CCCC1 | 0.3% | 4.5% | 28.4 | -4.5% | 0.1% | 0.6%
CCOc1ccc(C(=O)OCC(=O)c2c(N)n(C)c(=O)n(C)c2=O)cc1OCC | -7.3% | -3.5% | -7.3 | -8.1% | 12.0% | 0.8%
O=C(Nc1nncs1)C1(c2ccccc2)CCCC1 | 3.8% | -7.7% | -3.5 | x | 10.6% | -5.9%

Later entries:
structure | Sm TGR inh | AmpC detergent | HCMV inh | AmpC no deterg | HCV inh | Giardia FBPA inh
CC(=O)NC(Cc1c[nH]c2ccccc12)C(=O)OCC(=O)Nc1ccc2c(c1)OCO2 (configuration not stated) | 10µM* | -8.0% | 15.5 | 2.7% | 3.2% | 0.4%
O=C(C[n+]1ccccc1)N/N=C/c1ccc(Br)cc1 | -1.1% | 3.6% | -27.6 | -3.2% | 4.5% | x
COc1ccc(NC(=O)CN(C)S(=O)(=O)c2ccc(Cl)cc2)c([N+](=O)[O-])c1 | -19.3% | 1.7% | 11.8 | -11.3% | -1.5% | 4.2%
CN(C(=O)Cn1nc(Cl)ccc1=O)C1CCCN(Cc2ccccc2F)C1 (configuration not stated) | 0.1% | -3.2% | -5.1 | 1.8% | 4.6% | x
CCOC(=O)c1cc(S(=O)(=O)Nc2ccccc2)[nH]n1 | 9.8% | 25.3% | -11.0 | x | x | x
CCOc1cccc2sc(N(CCN(C)C)C(=O)c3ccc(Br)s3)nc12 | 13.4% | 2.8% | u | -9.7% | -11.2% | -5.3%
N#Cc1ccccc1OCC(=O)Nc1ccc(N2CCOCC2)cc1N1CCOCC1 | -15.6% | -5.0% | 6.9 | 68.6%[activator] | u | x
COc1ccccc1N1CCN(C(=O)c2cn(C)c3ccc(S(=O)(=O)N4CCOCC4)cc3c2=O)CC1 | -7.7%&-0.5% | -3.8%&2.4% | 0.3&-7.1 | 13.6% | 15.6% | 12.6%
O=C(NN=C1C2CC3CC(C2)CC1C3)c1cc(Cl)ccc1O | 3.9% | -14.7% | -20.1 | -60.0% | 14.5% | -22.6%
Nc1nc(NCC2CCCO2)nc(Nc2ccccc2F)c1[N+](=O)[O-] (configuration not stated) | -2.2% | 3.5% | -34.2 | -9.9% | u | 1.1%
Cc1ccc(OCCCCN2CCCCC2)cc1 | -3.9% | 2.2% | 14.3 | -9.0% | -2.5% | 5.9%
COCCn1c(C)cc(C(=O)CSc2nnc(C3CC3)n2C2CC2)c1C | -15.3% | -2.1% | 0.0 | 3.5% | 6.9% | x

Shown field by field: part of the list above.
> CNC(=O)c1ccc(NC(=O)CC23CC4CC(CC(C4)C2)C3)cc1
  Sm TGR inh: -9.0%
  AmpC detergent: 0.8%
  HCMV inh: -24.3
  AmpC no deterg: 4.3%
  HCV inh: -2.3%
  Giardia FBPA inh: x
> CCCNC(=O)CN(c1ccc(F)c(Cl)c1)S(C)(=O)=O
  Sm TGR inh: 4.4%
  AmpC detergent: u
  HCMV inh: -3.0
  AmpC no deterg: -8.7%
  HCV inh: u
  Giardia FBPA inh: 3.9%
> COc1cccc(NC(=O)C2CCC2)c1
  Sm TGR inh: 1.5%
  AmpC detergent: u
  HCMV inh: 19.5
  AmpC no deterg: -11.3%
  HCV inh: 4.7%
  Giardia FBPA inh: x
> Cc1cccc(N(Cc2cc3ccccc3[nH]c2=O)S(C)(=O)=O)c1
  Sm TGR inh: -5.8%
  AmpC detergent: 1.6%
  HCMV inh: 18.1
  AmpC no deterg: -5.1%
  HCV inh: -7.9%
  Giardia FBPA inh: -26.3%

Next results:
structure | Sm TGR inh | AmpC detergent | HCMV inh | AmpC no deterg | HCV inh | Giardia FBPA inh
O=C(Cn1c(CN2CCCCC2)nc2ccccc2c1=O)NCc1ccco1 | -1.2% | -4.7% | 1.7 | -1.4% | -18.4% | -19.5%
CC(=O)c1c(C)oc2c(Cl)cc(NS(=O)(=O)c3ccc(Cl)cc3)cc12 | 5.5% | 7.6% | 3.2 | x | x | x
CCCN(CCC)S(=O)(=O)c1ccc(C(=O)Nc2cc3oc4ccccc4c3cc2OC)cc1 | -5.3% | u | u | -30.7% | -9.3% | -1.3%
Cc1ccc2cccc(NC(=O)C(C)Oc3ccc(Cl)cc3Cl)c2n1 (configuration not stated) | 1.4% | 1.6% | -23.2 | x | x | x
CCOC(=O)Cn1cnc2scc(-c3ccccc3)c2c1=O | 3.8% | -4.9% | 52.6 | -13.8% | 12.6% | 7.1%
COc1ccc(-c2cc(=O)oc3cc(OC(C)C(=O)NC(Cc4c[nH]c5ccc(O)cc45)C(=O)O)ccc23)cc1 (configuration not stated) | 3.3% | u | 25.4 | -30.1% | -4.6% | 13.1%
Cc1cc(C)nc(N/N=C/c2ccc(Cl)cc2)n1 | 5.5% | 8.6% | -28.8 | -9.6% | 5.4% | 11.2µM*
Cc1cccc(C2NC(=O)c3c(sc(C)c3C)N2)c1O (configuration not stated) | 1.3% | 0.1% | 20.3 | -24.7% | 3.1% | -8.5%
CCn1cc(C(=O)N[C@@H](CC(C)C)C(=O)NCCCn2ccnc2)c(=O)c2cc3c(cc21)OCO3 | -0.7% | 0.4% | -36.2 | 76.3%[activator] | -5.4% | x
O=C(/C=C/c1cc(Br)ccc1F)Nc1cccnc1 | 19.8% | -3.6% | 25.3 | -20.0% | -15.2% | -8.1%
CCc1c(C)c2cc3c(c(C)c2oc1=O)OCN(CCc1ccc(OC)c(OC)c1)C3 | -0.1% | 2.7% | -19.5 | x | x | x
O=c1c(Cc2ccc(F)cc2)c(O)ccn1Cc1cccc(Cl)c1 | -0.5% | 2.4% | -3.6 | -18.8% | 9.1% | -14.2%

Further entries follow.
mol | Sm TGR inh | AmpC detergent | HCMV inh | AmpC no deterg | HCV inh | Giardia FBPA inh
Cc1ccc(CN=C2Nc3ccccc3CS2)cc1 | 0.2% | u | 12.3 | -28.1% | 3.3% | 3.7%
CCOC(=O)CN1C(=O)C2(OCCCO2)c2ccccc21 | 1.6% | -3.0% | 20.3 | -4.5% | 0.8% | 6.1%
O=C(O)CCCCCn1c(SCC(=O)c2ccc(O)c(O)c2)nc2ccsc2c1=O | -1.3% | -10.0% | 28.5 | -17.6% | -3.7% | 3.97µM*
COc1ccc2nc(SCC(=O)NCC(F)(F)F)[nH]c2c1 | 4.2% | 4.4% | -26.9 | -16.4% | 5.9% | -0.8%
CC1=NN(C(=O)CCc2ccccc2O)C(O)(C(F)(F)F)C1 (configuration not stated) | -8.5% | u | -66.0* | -14.0% | 2.0% | -0.4%
Cc1ccc(C2=NNC(=O)C(P(=O)(c3ccccc3)c3ccccc3)C2)cc1 (configuration not stated) | 6.0% | 3.1% | 31.2 | -31.8% | 4.4% | 0.9%
Cc1cccc(NC(=O)CCOc2ccccc2)c1 | 0.0% | u | 33.3 | -16.2% | u | -0.7%
COc1ccc(Nc2nc(N)nc(CSC(=S)N3CCOCC3)n2)cc1 | 26.6% | -5.6% | 33.9 | -21.3% | -25.0% | -3.4%
Cc1nnc(NC(=O)NC(C)N2C(=O)C3C4C=CC(C4)C3C2=O)s1 (configuration not stated) | 1.2% | -2.0% | 11.0&21.9 | -10.2% | 12.0%&-14.0% | 8.9%
S=C1Nc2ccccc2Sc2ccc(Cl)cc21 | 1.8% | -13.6% | -16.7 | -20.2% | 2.6% | 5.0%
CCCC(C)NC(=O)C1c2ccccc2Oc2ccccc21 (configuration not stated) | -3.0% | u | 6.8 | 1.8% | 17.8% | 15.3%
CCCCSc1nc(O)c(Cc2ccccc2)c(=O)[nH]1 | -8.7% | -1.2% | 42.5 | -23.4% | 8.5% | 7.9%
